Screens: PubChem BioAssay, several laboratories
EBV gp42 block: Epstein-Barr virus gp42 inhibitors, primary screen, biochemical, uHTS, fluorescence polarization | Glycoprotein 42 (Epstein-Barr virus (strain AG876)), Q1HVG2 | Fluorescence polarization binding assay, mP read-out | inhibition, % (tested at 21.74 µM) | actives 0.42% (n = 220,000) | AID 1085, 2008; in the data active = inhibition above about 50%
NCF1 inh: p47phox/p22phox peptide binding inhibitors, primary screen, biochemical, uHTS, NADPH oxidase regulatory subunit; Neutrophil cytosol factor 1 (Homo sapiens), P14598; actives 0.53% (n = 220,000); fluorescence polarization, 2 h; inhibition, % at 24.7 µM;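 active = inhibition above about 30%, limit read from the data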;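 also: 0% = p47phox with labelled peptide and 100% = labelled peptide alone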
MDM2 E3 inh: MDM2-luciferase reporter signal enhancers, primary screen, MDM2 E3 ligase inhibitor project, cell-based, luminescence, 1536-well. E3 ubiquitin-protein ligase Mdm2 (Homo sapiens), Q00987. cell-based MDM2 ubiquitination luciferase reporter, 2 h; 0 = plate control, 100 = twice control, blank-subtracted. signal enhancement, % at 5 µM. actives 0.11% (n = 210,000). AID 1230, 2008;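 active = signal enhancement of 30% or more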;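 also: luminescence tracks abundance of the self-degrading MDM2-luciferase fusion protein; higher signal means inhibition of MDM2 E3 ligase activity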
Target sequence (Q00987 whole entry, looked up, the tested form may be a part): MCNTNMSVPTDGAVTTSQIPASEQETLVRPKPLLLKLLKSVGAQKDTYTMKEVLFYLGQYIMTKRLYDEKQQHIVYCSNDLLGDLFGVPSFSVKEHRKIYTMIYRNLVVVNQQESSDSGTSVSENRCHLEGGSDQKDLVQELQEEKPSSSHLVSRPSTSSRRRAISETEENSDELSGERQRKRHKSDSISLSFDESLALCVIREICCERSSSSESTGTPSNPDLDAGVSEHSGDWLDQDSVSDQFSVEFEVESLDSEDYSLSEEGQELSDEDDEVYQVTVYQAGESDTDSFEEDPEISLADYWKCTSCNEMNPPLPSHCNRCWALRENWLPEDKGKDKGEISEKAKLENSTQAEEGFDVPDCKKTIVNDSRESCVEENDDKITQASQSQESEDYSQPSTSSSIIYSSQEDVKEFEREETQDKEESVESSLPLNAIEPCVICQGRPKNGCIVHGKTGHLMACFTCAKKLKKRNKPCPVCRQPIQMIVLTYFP
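Test system: mammalian cells stably expressing self-ubiquitinating, self-degrading MDM2 E3–luciferase fusion; Amount: 2000 cells in each well; Medium: DMEM; Schedule: 4 h settle plus 2 h compound, 37 °C; Technique: SteadyLite luciferase luminescence after 15 min room-temperature reagent incubation; Benchmarks: plate control and blank wells.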
TRPML3 ag: human TRPML3 channel agonists, primary screen, cell-based, HEK293 TRPML3-YFP, Fluo-8 calcium fluorescence, 3 µM; 100% = the carbachol control signal; Mucolipin-3 (Homo sapiens), Q8TDD5; actives 0.29% (n = 220,000); AID 1448, 2008; activation, % at 3 µM;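 active = activation above its plate's cutoff, the mean activation of the plate's test wells plus 3 SD, cut at about 12% in these data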;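 also: 0% = DMSO only wells and 100% = carbachol wells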
Target sequence (Q8TDD5 whole entry, looked up): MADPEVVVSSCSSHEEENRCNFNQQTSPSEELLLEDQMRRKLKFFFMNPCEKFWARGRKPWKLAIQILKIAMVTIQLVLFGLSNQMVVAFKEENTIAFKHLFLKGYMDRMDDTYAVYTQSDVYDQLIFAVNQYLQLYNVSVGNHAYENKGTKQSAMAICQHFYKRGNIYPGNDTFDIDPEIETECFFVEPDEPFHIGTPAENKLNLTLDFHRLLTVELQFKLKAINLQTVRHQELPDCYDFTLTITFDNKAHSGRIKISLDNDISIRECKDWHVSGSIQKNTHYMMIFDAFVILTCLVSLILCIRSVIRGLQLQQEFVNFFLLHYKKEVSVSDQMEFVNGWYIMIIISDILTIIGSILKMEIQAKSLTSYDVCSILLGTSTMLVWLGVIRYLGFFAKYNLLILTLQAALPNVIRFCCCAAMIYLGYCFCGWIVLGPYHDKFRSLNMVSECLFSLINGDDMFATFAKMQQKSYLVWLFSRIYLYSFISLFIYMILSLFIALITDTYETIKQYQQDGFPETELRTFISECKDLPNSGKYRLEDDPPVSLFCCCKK
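Test system – HEK293 line with stable expression of human TRPML3-YFP channel · Control set – carbachol 87 µM final as high control (100%), DMSO as low control (0%) · Signal – Fluo-8 calcium dye fluorescence, ex 470-495, em 515-575 nm · Incubation – 1-h 37 °C dye load, 5-s basal, 120-s post-compound reads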
PPC-1+TRAIL kill: compounds killing PPC-1 cancer cells with TRAIL present, primary screen, TRAIL potentiator project, ATPLite luminescence, uHTS. PPC-1 cells + TRAIL, ATPLite viability luminescence. cell killing (% activity), % at 4 µM. actives 0.41% (n = 220,000). AID 1443, 2008;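 active = cell killing above 50% in the first pass at 4 µM, then a duplicate retest at 5 µM averaging 50% or more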;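 also: plate controls were cells with TRAIL plus DMSO for no effect and medium-only wells lacking cells for full effect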
TNF death inh: inhibitors of TNF-alpha triggered necroptosis, primary screen, cell-based, Jurkat FADD-/-, single concentration. actives 0.068% (n = 220,000). AID 463075, 2010. Jurkat FADD-/- TNF necroptosis rescue, ATP luminescence, 24 h; 0 = TNF only, 100 = no-TNF cells. activation (protection from cell death), % at 10 µM;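 active = activation, meaning protection from cell death, of at least 50% relative to plate controls; inactive = activation below 50%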;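 also: necroptosis triggered by 40 ng/mL TNF-alpha added together with compound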
CHOP inhibitor: inhibitors of CHOP promoter induction, primary screen, cell-based, unfolded protein response, luciferase reporter | CHO-K1 CHOP-promoter luciferase, tunicamycin-induced, 15-18 h | inhibition, % at 10 µM | actives 3.8% (n = 220,000) | AID 2732, 2010;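 active = compounds that reduced the stress-induced luciferase reporter signal by more than about 70% of percent inhibition, limit read from the data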;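 also: 0% = tunicamycin plus vehicle and 100% = wells without tunicamycin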
TRPN1 ag: zebrafish TRPN1 channel agonists, primary screen, cell-based, HEK293, calcium fluorescence. actives 0.18% (n = 220,000). transient receptor potential cation channel N1 (TRPN1/NompC), Danio rerio. HEK293 zebrafish TRPN1-YFP, Fluo-8 calcium fluorescence; 100% = response to 87 µM carbachol. activation, % at 3 µM;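 active = activation above its plate's cutoff, the mean activation of test wells on that plate plus 3 SD, cut at about 19% in these data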;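 also: 0% = DMSO alone and 100% = 87 µM carbachol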
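Material – zebrafish TRPN1-YFP in HEK293 cells · Doses – 3 µM single point · Schedule – dye 1 h 37 °C plus 30 min RT · Signal – Fluo-8 calcium fluorescence, excitation 470-495 nm, emission 515-575 nm · Read-out – % activation versus carbachol response · Control set – carbachol high, DMSO low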
Runt-SMMHC FRET: inhibitors of RUNX1 Runt–CBFb-SMMHC binding, primary screen, biochemical, FRET, Cerulean-Runt, Venus-CBFb-SMMHC, uHTS; Runt-related transcription factor 1 (Homo sapiens) + Core-binding factor subunit beta …; Cerulean-Runt/Venus-CBFb-SMMHC FRET ratio 530/480, 1 h; inhibition, % at 20 µM; actives 0.74% (n = 220,000); AID 1434, 2008;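 active = mean inhibition across duplicate retests at 20 µM reaching about 50%, limit read from the data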;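 also: 0% = DMSO wells and 100% = wells with excess untagged CBFb-SMMHC; inhibitors lower the FRET ratio by blocking Runt binding to CBFb-SMMHC; some results filed as inactive read as strong as hits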
* = called active by the depositor; nt = not tested or not shown.

#1 Fc1cccc(Cl)c1CSc1ccc(-c2cccnc2)nn1
#2 O=C(/C=C/Nc1ccc(F)c(F)c1)c1ccc(Br)cc1
#3 CS(=O)(=O)c1ccc(C(=O)NCC(c2ccco2)N2CCCCC2)cc1 (centres undefined)
#4 CCOC(=O)C1=C(CS(=O)(=O)c2ccccc2)NC(=O)NC1c1ccccc1 (centres undefined)
#5 CC(C)=Cc1oc2ccc([N+](=O)[O-])cc2c1N1CCOCC1
#6 CCOc1cc(C2C(C#N)=C(N)Oc3n[nH]c(-c4ccccc4)c32)ccc1O (centres undefined)
#7 O=C(c1ccco1)N1CCN(S(=O)(=O)c2ccc(S(=O)(=O)NC3CCCC3)cc2)CC1
#8 COc1ccc(CCNC(=O)COc2ccc(S(=O)(=O)NC3CCCCC3)cc2Cl)cc1OC

| compound no. | 1 | 2 | 3 | 4 | 5 | 6 | 7 | 8 |
| --- | --- | --- | --- | --- | --- | --- | --- | --- |
| CHOP inhibitor | 11.4 | -11.8 | -15.3 | 2.4 | 38.0 | 20.1 | 3.4 | 33.6 |
| EBV gp42 block | 2.5 | -8.1 | -6.9 | -3.2 | -20.6 | -12.8 | -10.2 | -7.0 |
| Runt-SMMHC FRET | 1.8 | -29.4 | 1.9 | 1.2 | nt | 5.0 | 1.0 | -4.0 |
| TRPML3 ag | -1.1 | 0.5 | 0.5 | -0.1 | 0.1 | 0.6 | -0.4 | -1.3 |
| TRPN1 ag | -1.3 | 0.2 | 1.5 | -0.8 | 1.6 | 0.4 | 1.5 | 2.5 |
| MDM2 E3 inh | 0.8 | -12.6 | 6.4 | -5.5 | -4.6 | -8.0 | -6.5 | -6.2 |
| TNF death inh | -1.6 | 0.3 | -0.6 | -3.3 | -0.3 | -1.9 | -1.8 | -4.0 |
| NCF1 inh | 4.0 | -0.7 | -6.7 | -1.8 | 1.3 | -11.9 | -8.9 | -29.4 |
| PPC-1+TRAIL kill | 9.9 | 6.3 | 23.0 | 1.9 | nt | 30.2 | -30.3 | -0.7 |

#9 Cc1ccc(NC(=O)C2(c3ccccc3)CCOCC2)cc1
#10 Cc1cccn2c(CNCC(C)Oc3cccnc3)c(C(=O)N3CCOCC3)nc12 (centres undefined)
#11 COC(=O)c1c(NC(=O)CN(c2ccc(C)c(C)c2)S(C)(=O)=O)sc2c1CCCC2
#12 CN(C(=O)COC(=O)c1ccc([N+](=O)[O-])cc1Cl)C1CCCCC1
#13 CC(=O)N(C)c1nc(N)n(-c2ccccc2)n1
#14 CCCCOC(=O)Nc1ccccc1C(=O)N1CCCC1
#15 CCc1ccc2c(CN(CC)Cc3nc4ccccc4c(=O)[nH]3)cc(=O)oc2c1
#16 CSc1ccc(C2c3[nH]c4ccccc4c3CCN2C(=O)c2cc(C)n(C)n2)cc1 (centres undefined)

| compound no. | 9 | 10 | 11 | 12 | 13 | 14 | 15 | 16 |
| --- | --- | --- | --- | --- | --- | --- | --- | --- |
| CHOP inhibitor | 2.8 | -1.1 | 43.5 | -5.8 | -12.5 | 1.7 | 5.9 | 19.1 |
| EBV gp42 block | -8.3 | -8.4 | -9.0 | -16.9 | -12.4 | -5.7 | -11.2 | 9.7 |
| Runt-SMMHC FRET | nt | -1.3 | 0.9 | 6.3 | -10.2 | 3.6 | 8.1 | -1.4 |
| TRPML3 ag | 0.0 | -0.4 | 0.1 | 1.6 | 0.9 | -0.2 | 0.2 | 0.0 |
| TRPN1 ag | -1.0 | 0.3 | 0.0 | 2.6 | -1.1 | -0.6 | 0.7 | -1.3 |
| MDM2 E3 inh | -6.7 | -27.7 | -5.3 | -13.6 | -20.3 | -5.9 | -1.8 | -9.7 |
| TNF death inh | 0.1 | 0.8 | 4.3 | 0.7 | -0.4 | -1.6 | -0.3 | 1.0 |
| NCF1 inh | -9.8 | -10.7 | -24.5 | -1.0 | -4.5 | -1.3 | 3.9 | -6.2 |
| PPC-1+TRAIL kill | nt | 18.8 | 21.9 | 0.9 | 0.4 | 22.7 | -8.8 | 9.9 |

#17 Cc1ccccc1C(=O)Oc1ccc(Sc2ccc(O)cc2)cc1
#18 C=CCC1c2cccc(C(=O)OC)c2C(=O)N1c1ccccc1 (centres undefined)
#19 COc1cccc(-c2cc(C(=O)NCc3cccs3)no2)c1
#20 Cc1nc(CNC(=O)c2cc(COc3ccc(F)cc3Cl)on2)cs1
#21 CCOC(=O)C1=C(N)OC2=C(C(=O)CC(C)(C)C2)C1c1ccc(CC)s1 (centres undefined)
#22 CC(=O)c1c(C)[nH]c(C(=O)COC(=O)c2cccc(S(=O)(=O)N(C)c3ccccc3)c2)c1C
#23 COc1cccc(OC)c1C(=O)Nc1nnc(C(C)C)s1
#24 CCOC(=O)N1CCN(C(=O)CN(c2ccc(OC)cc2)S(C)(=O)=O)CC1

| compound no. | 17 | 18 | 19 | 20 | 21 | 22 | 23 | 24 |
| --- | --- | --- | --- | --- | --- | --- | --- | --- |
| CHOP inhibitor | 95.7* | 5.0 | -36.1 | 10.9 | 32.8 | 86.8* | 11.0 | -2.8 |
| EBV gp42 block | 1.4 | -21.7 | -12.9 | -0.7 | -18.4 | -5.7 | -11.8 | -18.4 |
| Runt-SMMHC FRET | 0.2 | -7.2 | 0.5 | -0.9 | 4.2 | 0.1 | -4.7 | 2.0 |
| TRPML3 ag | 0.2 | -0.2 | -0.8 | -0.4 | -0.1 | 2.9 | 0.1 | 1.9 |
| TRPN1 ag | -1.5 | -1.8 | -0.5 | -0.9 | 1.1 | 2.6 | 1.8 | -0.2 |
| MDM2 E3 inh | -11.6 | -27.4 | -13.6 | -9.5 | 15.0 | -31.7 | 11.9 | -6.9 |
| TNF death inh | 0.2 | -1.2 | 8.6 | 0.3 | -0.1 | -1.7 | 0.6 | -0.5 |
| NCF1 inh | -7.6 | 4.8 | -4.5 | -5.1 | -7.7 | -32.7 | -2.3 | -0.5 |
| PPC-1+TRAIL kill | 10.0 | 23.4 | 23.1 | 0.2 | nt | 21.3 | 22.9 | 6.4 |

Overlap with the part before: 2 compounds, followed by the next part.
#23 COc1cccc(OC)c1C(=O)Nc1nnc(C(C)C)s1
#24 CCOC(=O)N1CCN(C(=O)CN(c2ccc(OC)cc2)S(C)(=O)=O)CC1
#25 O=C(CC1Sc2ncnn2C1=O)Nc1ccccc1 (centres undefined)
#26 COc1ccc(S(=O)(=O)NCC2CCCN(C(=O)c3cccnc3C)C2)cc1 (centres undefined)
#27 C=C(C)CNC(=O)c1ccc(OC2CCN(S(=O)(=O)N(C)C)CC2)cc1
#28 CC(C)n1c(N2CCN(C(=O)NCc3ccccc3)CC2)nc2ccccc21

| compound no. | 23 | 24 | 25 | 26 | 27 | 28 |
| --- | --- | --- | --- | --- | --- | --- |
| CHOP inhibitor | 11.0 | -2.8 | 8.7 | 8.9 | 13.2 | -11.0 |
| EBV gp42 block | -11.8 | -18.4 | -24.2 | -7.9 | -5.7 | -23.1 |
| Runt-SMMHC FRET | -4.7 | 2.0 | 2.7 | 0.2 | 3.4 | -0.7 |
| TRPML3 ag | 0.1 | 1.9 | 0.6 | 0.5 | 1.4 | -0.7 |
| TRPN1 ag | 1.8 | -0.2 | 0.5 | 0.9 | 3.5 | -0.3 |
| MDM2 E3 inh | 11.9 | -6.9 | -68.8 | 0.0 | -1.8 | -7.3 |
| TNF death inh | 0.6 | -0.5 | 0.5 | 0.8 | -0.7 | -0.3 |
| NCF1 inh | -2.3 | -0.5 | 4.7 | -2.6 | 0.9 | -2.5 |
| PPC-1+TRAIL kill | 22.9 | 6.4 | 0.5 | -30.9 | -13.5 | -11.1 |

Filtered by structure, the entries above with an aryl methoxy group.
#8 COc1ccc(CCNC(=O)COc2ccc(S(=O)(=O)NC3CCCCC3)cc2Cl)cc1OC
#19 COc1cccc(-c2cc(C(=O)NCc3cccs3)no2)c1
#23 COc1cccc(OC)c1C(=O)Nc1nnc(C(C)C)s1
#24 CCOC(=O)N1CCN(C(=O)CN(c2ccc(OC)cc2)S(C)(=O)=O)CC1
#26 COc1ccc(S(=O)(=O)NCC2CCCN(C(=O)c3cccnc3C)C2)cc1 (centres undefined)

| compound no. | 8 | 19 | 23 | 24 | 26 |
| --- | --- | --- | --- | --- | --- |
| CHOP inhibitor | 33.6 | -36.1 | 11.0 | -2.8 | 8.9 |
| EBV gp42 block | -7.0 | -12.9 | -11.8 | -18.4 | -7.9 |
| Runt-SMMHC FRET | -4.0 | 0.5 | -4.7 | 2.0 | 0.2 |
| TRPML3 ag | -1.3 | -0.8 | 0.1 | 1.9 | 0.5 |
| TRPN1 ag | 2.5 | -0.5 | 1.8 | -0.2 | 0.9 |
| MDM2 E3 inh | -6.2 | -13.6 | 11.9 | -6.9 | 0.0 |
| TNF death inh | -4.0 | 8.6 | 0.6 | -0.5 | 0.8 |
| NCF1 inh | -29.4 | -4.5 | -2.3 | -0.5 | -2.6 |
| PPC-1+TRAIL kill | -0.7 | 23.1 | 22.9 | 6.4 | -30.9 |
